APJ agonist – APJ receptor agonism. CHO-K1 APJ PathHunter beta-arrestin, luminescence; 0% DMSO wells, 100% apelin. activation, % at 20 µM. actives 0.11% (n = 330,000). AID 2520;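 active = activation more than six SD over the plate average, tested at 20 µM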;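 also: 0% = DMSO alone and 100% = apelin-13 at 10 nM; some results filed as inactive read as strong as hits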
Target sequence (P35414 whole entry, looked up): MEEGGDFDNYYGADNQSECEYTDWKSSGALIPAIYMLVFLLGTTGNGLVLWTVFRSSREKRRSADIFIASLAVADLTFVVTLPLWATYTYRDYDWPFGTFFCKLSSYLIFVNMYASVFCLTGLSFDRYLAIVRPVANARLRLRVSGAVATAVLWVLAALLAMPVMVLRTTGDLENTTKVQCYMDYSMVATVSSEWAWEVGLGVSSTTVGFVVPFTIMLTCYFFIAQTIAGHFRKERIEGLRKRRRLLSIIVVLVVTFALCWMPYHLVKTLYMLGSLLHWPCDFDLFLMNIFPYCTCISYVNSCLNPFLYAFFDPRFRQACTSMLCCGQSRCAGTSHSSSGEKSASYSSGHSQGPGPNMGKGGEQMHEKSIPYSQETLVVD
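Assay system: CHO-K1 APJ beta-arrestin complementation cell line / Compound: single test compound dose, 20 µM final, 1% DMSO / Times: overnight seeding, 90 min compound at 25 °C, 1 h detection / Technique: beta-gal luminescence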
tim10-1 inh – tim10-1 yeast growth inhibition; S. cerevisiae tim10-1 ts strain growth, BacTiter-Glo, 24 h; inhibition, % at 20 µM; actives 2.2% (n = 330,000); AID 463190;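 active = inhibition of at least 40%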;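 also: mutant grown at 25 °C; 0% = DMSO wells with yeast and 100% = wells holding no yeast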
tim23-1 inh – tim23-1 yeast growth inhibition | S. cerevisiae tim23-1 growth, BacTiter-Glo luminescence, 24 h | inhibition, % at 20 µM | actives 1.3% (n = 330,000);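 active = growth inhibition of the mutant yeast at or above 50%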;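 also: temperature-sensitive mutant grown at 25 °C; plate controls were DMSO-treated mutant yeast for no effect and medium wells lacking yeast for full effect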
CXCR6 inh – blocks human CXCR6 beta-arrestin recruitment | AID 602244 | inhibition, % at 20 µM | CHO-K1 PathHunter CXCR6 beta-arrestin, luminescence | actives 0.36% (n = 360,000); in the data active = inhibition above about 34%, passing the limit was not always enough;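 also: antagonist mode with CXCL16 agonist at 10 nM final; 0% = 10 nM CXCL16 with DMSO and 100% = unstimulated wells without agonist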
Target sequence (O00574 whole entry, looked up): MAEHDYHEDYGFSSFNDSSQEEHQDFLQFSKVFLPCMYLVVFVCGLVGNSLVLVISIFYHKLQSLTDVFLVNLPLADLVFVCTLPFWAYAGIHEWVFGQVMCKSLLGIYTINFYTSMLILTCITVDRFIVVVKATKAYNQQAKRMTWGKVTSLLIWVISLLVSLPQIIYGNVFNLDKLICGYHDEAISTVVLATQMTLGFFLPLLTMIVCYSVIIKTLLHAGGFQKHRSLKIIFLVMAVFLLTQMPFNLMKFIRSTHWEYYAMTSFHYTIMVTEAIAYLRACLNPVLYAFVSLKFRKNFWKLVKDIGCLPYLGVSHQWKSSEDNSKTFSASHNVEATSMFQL
XBP1 UPR activ – activators of adaptive arm of unfolded protein response (XBP1). activation, % at 20 µM. actives 0.33% (n = 330,000). CHO-XBP1 luciferase reporter, IRE1-XBP1 UPR activation, luminescence; percent of tunicamycin response, DMSO as zero. AID 463104;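 active = versus positive control, 20 µM dose yields 30% or more activation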;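 also: 100% = tunicamycin at 10 µg/mL and 0% = DMSO only wells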
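Material: CHO-XBP1 cells stably carrying IRE1-XBP1-driven luciferase reporter | Medium: F12 with 10% serum | Compound dosing: 20 µM single concentration, DMSO 1% | Incubation: Overnight seeding at 37 °C, 6 h compound treatment at 37 °C | Detection: Steady-Glo luminescence read | Read-out basis: % activation of reporter signal versus tunicamycin and DMSO controls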
TIM10 inh – growth inhibitors of TIM10 yeast strain | inhibition, % at 10 µM | S. cerevisiae TIM10 strain growth, BacTiter-Glo luminescence, 24 h | actives 1.4% (n = 330,000);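 active = inhibition of 40% or more at the single tested concentration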;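 also: wild-type TIM10 isogenic control strain grown at permissive 25 °C; 0% = DMSO yeast wells and 100% = minimal medium wells without yeast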
Mdm2 MdmX PPI – human Mdm2/MdmX binding inhibition. O15151+Q00987. SaOS-2 split-luciferase Mdm2/MdmX complementation, luminescence. inhibition, % at 8 µM. actives 3% (n = 330,000);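 active = inhibition of at least 50% at 8 µM in the primary screen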
UPR CHOP act – apoptotic UPR (CHOP) activation; CHO-CHOP luciferase reporter, luminescence; percent of tunicamycin response over DMSO baseline; activation, % at 10 µM; actives 0.34% (n = 330,000); AID 449763;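 active = at 10 µM dose, activation of 40% or more, normalized to positive control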;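 also: 100% = tunicamycin at 10 µg/mL and 0% = DMSO alone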
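Assay system: CHO cells with stable CHOP pathway luciferase reporter; Buffer or medium: F12 plus 10% serum; Times: 16-18 h cell attachment, then 6 h compound exposure, 37 °C; Signal: luciferase luminescence; Read-out basis: percent activation relative to tunicamycin control; Control set: tunicamycin high control, DMSO low control.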
APJ antag – blocks the human apelin receptor APJ; AID 2521; P35414; actives 0.32% (n = 330,000); inhibition, % at 20 µM; CHO-K1 APJ beta-arrestin complementation, luminescence;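 active = inhibition above about 40% at 20 µM, limit read from the data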;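 also: cells challenged with 10 nM apelin-13 agonist together with compound; plate controls were apelin-13 plus DMSO wells for no effect and DMSO wells lacking apelin-13 for full effect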
Starred values were filed as active, the others as inactive; nt = not tested or not shown; & = joins results of further samples. Not all compounds are listed. The share of hits here may be higher or lower than overall.

Results follow in this order: APJ agonist, tim10-1 inh, tim23-1 inh, CXCR6 inh, XBP1 UPR activ, TIM10 inh, Mdm2 MdmX PPI, UPR CHOP act, APJ antag
> CCOc1ccc(NC(=O)C2CCCN(S(=O)(=O)c3c(C)nn(C)c3C)C2)cc1 (configuration not stated)
    3, 4, -4, -7, 6, 3, 10, -0.7, 9
> CC(C)n1c(CN(C)Cc2ccccc2)nc2c1c(=O)n(C)c(=O)n2C
    5, 25, 20, nt, 7, 13, 19, 5.2, 8
> COc1ccc(CNC(C)C23CC4CC(CC(C4)C2)C3)c(OC)c1OC (configuration not stated)
    -1, 19, 13, 8, 5, -14, 18, -0.9, -6
> CCCCCC(=O)Nc1ccc(-c2csc(N)n2)cc1
    -2, -5, 7, -9, 0, 43*, -6, 1.3, -4
> CCC(C)(CC(=O)N(C)CCC#N)c1ccccc1 (configuration not stated)
    -1, 12, -1, 2, -1, -12, -3, 0.4, -4
> O=C(COC(=O)CCSc1ccc(Cl)cc1)NCc1ccc(Cl)cc1
    -5, 32, 27, 4, -1, 1, 36, -1.4, -2
> COc1ccc(NC(=O)C2CCN(C(=O)C3CC(=O)N(c4ccc(C)cc4)C3)CC2)c(OC)c1 (configuration not stated)
    -2, 12, 16, 4, -4, -5, 21, -2.8, 5
> Cc1ccccc1-c1ccccc1N
    -2, -1, 5, -2, -1, 10, 7, -1.7, 1
> NC(=S)NN=C1c2ccccc2-c2ccccc21
    -2, 36, 57*, 9, 6, 40, 23, 19, 8
> COc1ccc(C=O)cc1COc1ccc([N+](=O)[O-])c(C)c1
    -5, 18, 21, 11, -3, 7, 30, 4.1, 13
> COC(=O)C1CCCN1S(=O)(=O)c1ccc([N+](=O)[O-])cc1 (configuration not stated)
    2, -6, 4, 14, -5, 7, 14, 0.1, -21
> CCN(CC)c1ccc(NC(=O)CN2CCN(c3ccccn3)CC2)cc1
    -5, -8, 21, -18, -4, 11, -13, 0.9, 2
> CCOC(=O)c1sc2nc(C)[nH]c(=O)c2c1C
    -3, -2, 3, -6, 1, 10, 0, 2.7, 5
> CC(CCc1ccc(O)cc1)NCCC(c1ccccc1)c1ccccc1 (configuration not stated)
    0, -57, -12, -6, -1, 1, 51*, 1.2, 5
> CN(C)c1cc[n+](CC(=O)c2ccc(-c3ccccc3)cc2)cc1
    -4, -3, -142, -7, 0, -99, 60*, 1.7, 13

Following part.
Results follow in this order: APJ agonist, tim10-1 inh, tim23-1 inh, CXCR6 inh, XBP1 UPR activ, TIM10 inh, Mdm2 MdmX PPI, UPR CHOP act, APJ antag
> CC(=O)N1c2ccccc2N(Cc2ccc([N+](=O)[O-])cc2)C(=O)C1(C)C
    -2, 24, 14, -7, -1, 28, -9, -1.2, 19
> O=c1c2cn[nH]c2[nH]c(=S)n1-c1ccccc1F
    -2, 0, -16, 7, 5, -4, -11, -0.4, 1
> Cc1ccc(/C=N/N=C2/NC(=O)C(CC(=O)Nc3ccc(Cl)cc3)S2)o1 (configuration not stated)
    -2, 17, 5, 3, -1, 7, 6, 3.8, 8
> CC1Cc2ccccc2N1Cc1nc2scc(-c3cccs3)c2c(=O)[nH]1 (configuration not stated)
    -2, 32, 12, 1, -2, 5, 6, -0.3, -10
> CCC(c1nc2ccccc2c(=O)n1-c1nc2ccccc2s1)N1C(=O)c2ccccc2C1=O (configuration not stated)
    -1, 35, 24, 4, -1, 35, -14, -0.1, 13
> Cc1cc(-n2cnnn2)cc(C)c1S(=O)(=O)N(C)c1ccccc1
    -3, -31, 17, -13, -5, -12, 20, -2.3, -22
> CCOC(=O)c1c(C)oc2cc(Cl)c(O)c(CN(C)C)c12
    -3, -3, 2, -8, -1, -18, 11, -0.8, -18
> COc1cc(/C=C/C(=O)OCC(=O)c2ccc(S(=O)(=O)N3CCCCC3)cc2)cc(OC)c1OC
    22, 0, 4, -5, -3, -1, 56*, 0.8, 2
> Cc1nc(CN(C)C(=O)c2ccccc2OC2CCN(S(C)(=O)=O)CC2)cs1
    -2, -2, 12, 4, 4, 6, -13, 2.1, 5
> N#Cc1cc2ccccc2nc1SCc1cccnc1
    -1, 40, 29, -3, 1, 22, -22, -0.6, 3
> O=[N+]([O-])c1cccnc1NCCc1c[nH]c2ccccc12
    -2, -6, 1, 5, 8, 7, -75, 3.5, 16
> COC(=O)c1ccc(COC(=O)[C@@H]2CC(O)CN2S(=O)(=O)c2ccccc2[N+](=O)[O-])cc1 (some centres not stated)
    0, 22, 24, -5, -3, 10, 11, 0.2, -46
> CNS(=O)(=O)c1ccc(NC(=O)c2ccc(Cl)cc2Cl)cc1
    1, 17, 17, 0, -1, 16, 12, -1.3, -2
> COCCNC(=S)N/N=C/c1c2ccccc2cc2ccccc12
    -1, 28, 35, -8, 0, 41*, 9, 2.8, -23
> COc1cc(/C=N/NC(=O)c2ccc(COc3ccccc3Cl)o2)cc(Br)c1O
    -2, 6, 14, -4, 2, 10, -12, -0.1, 7

Ordered by SMILES length (largest number first): some entries from above.
Results follow in this order: APJ agonist, tim10-1 inh, tim23-1 inh, CXCR6 inh, XBP1 UPR activ, TIM10 inh, Mdm2 MdmX PPI, UPR CHOP act, APJ antag
> COc1cc(/C=N/NC(=O)c2ccc(COc3ccccc3Cl)o2)cc(Br)c1O
    -2, 6, 14, -4, 2, 10, -12, -0.1, 7
> COCCNC(=S)N/N=C/c1c2ccccc2cc2ccccc12
    -1, 28, 35, -8, 0, 41*, 9, 2.8, -23
> O=c1c2cn[nH]c2[nH]c(=S)n1-c1ccccc1F
    -2, 0, -16, 7, 5, -4, -11, -0.4, 1

Next section.
Results follow in this order: APJ agonist, tim10-1 inh, tim23-1 inh, CXCR6 inh, XBP1 UPR activ, TIM10 inh, Mdm2 MdmX PPI, UPR CHOP act, APJ antag
> COc1ccc(C(=O)NC(=S)NCc2ccco2)cc1Br
    4, 46*, 54*, 0, -3, 21, 14, 0.9, -2
> CCCCCOC(=O)CCN1C(=O)/C(=C2\SC(=S)N(CCC(=O)OCCCCC)C2=O)SC1=S
    -1, -9, 20, -5, -1, 5, 15, 1.4, -7
> CCCCn1c(SCC(=O)Nc2ccc3c(c2)CCC3)nc2ccccc2c1=O
    -2, 1, 9, -9, -2, 8, 28, -0.6, -13
> COC(=O)CCC(=O)Nc1cccc2ccccc12
    0, 11, 7, -17, -3, -9, -14, -1.1, 5
> O=C(CSc1nnc(-c2ccccc2F)o1)OCc1ccccc1
    0, 19, 12, -2, 3, 2, 0, -1.0, -16
> O=C(C1=C(O)C(=O)N(Cc2ccco2)C1c1cccnc1)c1cc2ccccc2o1 (configuration not stated)
    -4, -8, -9, -7, -4, -15, 16, 9.6, 0
> CSCC[C@H](N)C(=O)NC[C@H]1O[C@@H](n2cnc3c(N)ncnc32)[C@H](O)[C@@H]1O
    nt, -5, 23, -1, 0, -12, 30, 2.3, nt
> CCc1nccn1S(=O)(=O)c1ccccc1[N+](=O)[O-]
    2, 50*, 42, -9, -3, 44*, 10, -0.1, 0
> CCOC(=O)C(Cc1ccccc1)c1ccnc2nc(N)nn12 (configuration not stated)
    -1, 1, 12, 6, 0, 12, 12, 2.3, -9
> CCOC(=O)CN1C(=O)N[C@@H](CCc2ccccc2)C(C(=O)OC)=C1C
    -2, 6, 7, -3, 3, 3, -16, -2.1, 4
> Cc1ccccc1NC(=O)Cc1nc(COC(=O)c2ccc(S(C)(=O)=O)c([N+](=O)[O-])c2)cs1
    7, 4, 21, -1, -6, 23, 97*, -9.2, -2
> C#Cc1ccc(CN2CCC(N3CCC(C(=O)NCc4ccccn4)CC3)CC2)cc1
    -4, -4, -5, 2, -4, 6, 22, -1.7, 12
> COC(=O)CSc1nnc(-c2ccccn2)n1Cc1ccco1
    -1, 11, 6, 2, 0, 4, 7, -1.0, -1
> Cc1nnsc1C(=O)N1CCCC(N2CCN(c3ccc(F)cc3)CC2)C1 (configuration not stated)
    1, 3, 9, 6, 0, -3, -3, 0.6, 22
> CCc1cc(-c2n[nH]c(=S)n2CC)cs1
    0, 14, 34, -5, -1, 7, -20, -2.4, 3

Further compounds
Results follow in this order: APJ agonist, tim10-1 inh, tim23-1 inh, CXCR6 inh, XBP1 UPR activ, TIM10 inh, Mdm2 MdmX PPI, UPR CHOP act, APJ antag
> O=C(N/N=C/c1ccc(O)cc1O)c1ccc(CN2C(=O)c3cccc4cccc2c34)cc1
    -2, 14, 3, 5, -2, -77, 75*, -1.8, 2
> O=C(Nc1ccc(F)cc1F)N1CCN(CCc2ccccc2)CC1
    0, 1, 7, -5, -2, 2, -9, -0.7, 9
> COc1ccc(-n2cnnc2SCC(=O)Nc2cccc(S(=O)(=O)N3CCCCC3)c2)cc1
    -2, 5, 11, -6, -2, 9, 3, 1.3, 8
> CC12CCC(C(=O)O)(C/C1=N\O)C2(C)C (configuration not stated)
    -3&-2, -1&7, -3&0, 4&4, 0&0, -3&-6, 5&18, 3.0&5.0, -4&7
> COc1ccc([C@@H]2CC=C(C(=O)O)[C@H](c3ccccc3)N2S(=O)(=O)c2ccccc2C)cc1
    -8, 22, 4, 9, 0, -8, 1, -1.2, 14
> O=C(Nc1ccc(Cl)c(C(F)(F)F)c1)[C@@H]1CC=C[C@@H]2CCN(Cc3ccc(Cl)c(Cl)c3)C(=O)[C@@H]21
    -1, 9, 6, -1, 4, 8, 63*, 0.9, 6
> O=C(OCC(=O)N1CCN(C(=O)c2ccco2)CC1)c1ccc(S(=O)(=O)N2CCCCC2)cc1
    -3, 9, 8, 2, -4, 13, 15, -3.1, 4
> Cc1snc(SCC(=O)N/N=C(\N)COc2ccc(F)cc2)c1C#N
    -4, 7, 4, -8, 0, 3, 8, -1.3, 8
> CCOc1ccccc1N(CC(=O)NCCSc1ccccn1)S(=O)(=O)c1ccccc1
    0, 29, 28, 0, -2, 1, 1, 0.9, 1
> CC(NS(=O)(=O)c1ccc(CCC(=O)NCC2CCCO2)cc1)c1ccccc1 (configuration not stated)
    1, -6, -8, -1, 0, -10, 15, -3.1, 5
> O=c1[nH]c(Nc2ccc3c(c2)OCCO3)nnc1Cc1ccc(Cl)cc1
    -4, 21, 18, -6, 0, -8, -2, -0.6, -17
> C=CCn1c(SCC(=O)NC(=O)Cc2ccccc2)nnc1-c1ccccc1F
    -1, -5, 5, -8, 0, -17, -28, -0.8, 4

Screens (PubChem)
